Screens from PubChem BioAssay.
USP1-UAF1 inh = Inhibitors of USP1/UAF1: Primary Screen. 390,000 compounds, 0.23% hits. Ubiquitin carboxyl-terminal hydrolase 1 (Homo sapiens), O94782. Potency, µM (series often up to 57.1 µM), without a hit: at the highest dose activity change, negative = inhibition, hits mostly inhibitors. recombinant USP1/UAF1, Ub-Rhodamine cleavage fluorescence. AID 743255, 2014; further: potency means the concentration at half of the fitted maximal effect; on the % scale 0 is the no-effect control and ±100 the full control effect; nearly all actives have a fitted effect of over 60% in size; inactives centre near -12
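High-throughput fluorogenic screen: 1nM USP1/UAF1 complex, Ub-Rho substrate 150nM final, 50mM HEPES pH 7.8 with 0.5mM EDTA, 0.1 mg/ml BSA, 1mM TCEP and 0.01% Tween-20.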
rTrxR1 inhibitor = qHTS Assay for Inhibitors of Mammalian Selenoprotein Thioredoxin Reductase 1 (TrxR1): qHTS; Thioredoxin reductase 1, cytoplasmic (Rattus norvegicus), O89049; recombinant rTrxR1, NADPH fluorescence consumption, selenite substrate; Potency, µM (doses to about 114 µM), without a hit: at the highest dose activity change, negative = inhibition, actives largely listed as inhibitors; 390,000 compounds, 1% hits; AID 588453, 2011; further: potency means the concentration at half of the fitted maximal effect; on the % scale 0 is the no-effect control and ±100 the full control effect; nearly all actives have a fitted effect of over 65% in size
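Rat TrxR1 (90 nM in the dispensed reagent) was pre-reduced with 400 uM NADPH for 5 min at room temperature, then incubated with compound for 15 min. After 400 uM selenite was added, NADPH fluorescence (Ex 340/Em 450 nm) was followed for 8 min.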
D2 agonist = HTS Assay for Allosteric Agonists of the Human D2 Dopamine Receptor: Primary Screen for Agonists; HEK293 T-REx D2 cells, calcium flux agonist mode; D(2) dopamine receptor (Homo sapiens), P14416; 340,000 compounds, 0.53% hits; activation, % at 2 µM;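 active means activation over 3 SD above normal in the single-dose calcium agonist read, cut at about 30% in these data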; further: 0% is about no effect
Target sequence (P14416 whole entry, looked up): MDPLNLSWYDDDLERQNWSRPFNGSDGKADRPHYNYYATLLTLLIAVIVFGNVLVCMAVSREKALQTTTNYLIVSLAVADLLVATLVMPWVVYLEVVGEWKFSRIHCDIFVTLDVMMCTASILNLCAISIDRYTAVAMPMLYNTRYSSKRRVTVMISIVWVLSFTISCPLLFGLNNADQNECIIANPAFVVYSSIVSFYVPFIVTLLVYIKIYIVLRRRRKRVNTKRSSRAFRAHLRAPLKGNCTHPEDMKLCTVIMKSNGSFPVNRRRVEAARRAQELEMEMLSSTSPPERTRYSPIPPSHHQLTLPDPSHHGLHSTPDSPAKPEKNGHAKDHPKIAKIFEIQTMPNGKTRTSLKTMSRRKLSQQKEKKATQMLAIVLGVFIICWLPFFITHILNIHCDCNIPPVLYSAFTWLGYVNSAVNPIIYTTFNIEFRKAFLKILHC
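Tetracycline-induced HEK293 T-REx cells with force-coupled D2 receptor, plated overnight at 30 C, loaded with no-wash calcium dye. After a 10 s baseline, compound was pin-added and calcium flux read kinetically for 180 s; calcium rises flagged agonists.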
IDH1 R132H inh = qHTS for Inhibitors of mutant isocitrate dehydrogenase 1 (IDH1): qHTS; Potency, µM (highest dose often 76.6 µM), for the others: at the highest dose activity change, negative = inhibition, most hits filed as inhibitors; IDH1-R132H enzyme, NADPH consumption, diaphorase/resazurin fluorescence; Isocitrate dehydrogenase [NADP] cytoplasmic (Homo sapiens), O75874; 390,000 compounds, 0.093% hits; further: potency means the concentration at half of the fitted maximal effect; on the % scale 0 is the no-effect control and ±100 the full control effect; nearly all actives have a fitted effect of over 65% in size
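IDH1-R132H (0.5 ug/mL) preincubated 30 min with compound, then NADPH (0.016 mM) and alpha-KG (2 mM) added; 80 min at RT, pH 7.5. Remaining NADPH coupled via diaphorase/resazurin to fluorescence (540/590 nm); concentration-response curves normalized to no-enzyme control.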
Pin1 inh = qHTS Assay to Find Inhibitors of Pin1 | AID 504891, 2011 | Peptidyl-prolyl cis-trans isomerase NIMA-interacting 1 (Homo sapiens), Q13526 | Pin1 FP peptide displacement, HiFluor488, 10 min | Potency, µM (titrated, usually from 115 µM), inactives show at the highest dose activity, negative = inhibition, usual class: inhibitors | 390,000 compounds, 0.009% hits; active means well fitted inhibition curve with a large enough effect in the polarisation, with a control signal flat, not every such curve was filed as active; inconclusive means small, poorly fitted or top-dose-only effect, or effect the other way, or a change in a side signal; inactive means no such curve, though single readings can be large or run the other way; the % refers to the polarisation; further: potency means the concentration at half of the fitted maximal effect; on the % scale 0 is the no-effect control and ±100 the full control effect
Target sequence (Q13526 whole entry, looked up): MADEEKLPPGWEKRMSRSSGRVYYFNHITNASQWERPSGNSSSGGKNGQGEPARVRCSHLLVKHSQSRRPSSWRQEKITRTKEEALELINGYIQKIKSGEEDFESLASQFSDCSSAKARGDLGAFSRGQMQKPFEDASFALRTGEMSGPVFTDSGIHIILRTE
TrxR1 substrate = qHTS Assay for Substrates of Mammalian Selenoprotein Thioredoxin Reductase 1 (TrxR1): qHTS | Thioredoxin reductase 1, cytoplasmic (Rattus norvegicus), O89049 | purified TrxR1 substrate turnover, NADPH consumption readout | Potency, µM (series often up to 114 µM), for the others: at the highest dose activity change, negative = substrate turnover | 390,000 compounds, 0.01% hits; further: potency means the concentration at half of the fitted maximal effect; on the % scale 0 is the no-effect control and ±100 the full control effect; nearly all actives have a fitted effect of over 50% in size
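Rat TrxR1, dispensed at 90 nM, was prereduced with 400 uM NADPH (final) for 5 min at ~22 deg C, then incubated with compound 15 min before 400 uM selenite. A first-read NADPH fluorescence drop versus no-compound background flagged substrates.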
TRHR agonist = qHTS for Small Molecule Agonists and Allosteric Enhancers of Human TRH Receptor: Primary Screen for Agonists | 360,000 compounds, 0.18% hits | Thyrotropin-releasing hormone receptor (Homo sapiens), P34981 | TRHR cells, calcium flux fluo-8, FDSS agonist mode | activation, % at 2 µM; in the data active means activation above about 30%; further: 0% is about no effect
Target sequence (P34981 whole entry, looked up): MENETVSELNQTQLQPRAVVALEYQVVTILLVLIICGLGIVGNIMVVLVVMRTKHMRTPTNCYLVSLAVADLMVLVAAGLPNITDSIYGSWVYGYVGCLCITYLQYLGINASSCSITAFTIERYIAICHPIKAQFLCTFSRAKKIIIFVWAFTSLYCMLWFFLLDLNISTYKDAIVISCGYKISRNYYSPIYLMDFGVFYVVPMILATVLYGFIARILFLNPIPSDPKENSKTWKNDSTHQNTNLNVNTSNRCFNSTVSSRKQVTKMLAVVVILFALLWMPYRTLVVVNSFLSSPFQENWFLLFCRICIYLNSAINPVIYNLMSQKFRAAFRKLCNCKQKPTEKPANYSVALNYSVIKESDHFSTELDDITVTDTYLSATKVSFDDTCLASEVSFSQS
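TRHR-expressing cells loaded with fluo-8 calcium dye; 23 nL library compound pin-transferred, kinetic FDSS fluorescence (Ex 480/Em 530) recorded about 180 s for agonist-induced calcium release, before a 10 nM TRH EC20 addition for potentiator mode.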
D2 antag = HTS Assay for Allosteric Antagonists of the Human D2 Dopamine Receptor: Primary Screen for Antagonists; D(2) dopamine receptor (Homo sapiens), P14416; HEK293 TREx D2 cells, calcium flux, dopamine EC80; 340,000 compounds, 2% hits; inhibition, % at 10 µM; in the data active means inhibition above about 30%; further: 0% is about no effect
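HEK293 T-REx D2 cells, tet-induced, calcium dye no-wash. Cpd pintool add, 180 s kinetic, then EC80 DA, 180 s kinetic. Ca flux read.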
TRHR PAM = qHTS for Small Molecule Agonists and Allosteric Enhancers of Human TRH Receptor: Primary Screen for Enhancers; Thyrotropin-releasing hormone receptor (Homo sapiens), P34981; TRHR cells, fluo-8 calcium fluorescence, EC20 TRH enhancement; enhancement, % at 2 µM; 360,000 compounds, 0.66% hits; in the data active means enhancement above about 30%; further: 0% is about no effect
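TRHR-expressing cells loaded with fluo-8 calcium dye were read kinetically (ex 480/em 530) during compound addition, then stimulated with an EC20 of TRH (10 nM final). Enhancement of the Gq-mediated intracellular calcium response was scored.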
An asterisk follows results filed as active; [ ] = remark or other dose. Unless noted, the call rests on the fitted dose curve; in most records, active means well fitted inhibition curve with a large enough effect; inconclusive means small, poorly fitted or top-dose-only effect; inactive means no such curve, though single readings can be large or run the other way. Only part of the results is shown; count on the stated rates, not on these rows.

Screening CCCCNC(C(=O)Nc1ccc(Cl)c([N+](=O)[O-])c1)c1ccccc1 (stereo not drawn) returned USP1-UAF1 inh 1%, rTrxR1 inhibitor 3%, D2 agonist 0.1, IDH1 R132H inh -8%, Pin1 inh -1%, TrxR1 substrate -8%, TRHR agonist 0.4, D2 antag -8 and TRHR PAM 4.
Screening NC(=O)NC(CC(=O)NCCCc1ccccc1)c1ccc(Cl)cc1 (stereo not drawn) returned USP1-UAF1 inh -4%, rTrxR1 inhibitor 5%, D2 agonist -0.1, IDH1 R132H inh 1%, Pin1 inh 0%, TrxR1 substrate -2%, TRHR agonist 0.0, D2 antag 14 and TRHR PAM 3.
`O=C(c1ccco1)N(Cc1ccc2c(c1)OCO2)Cc1cc2cc3c(cc2[nH]c1=O)OCO3` gave USP1-UAF1 inh -18%, rTrxR1 inhibitor 3%, D2 agonist 1.0, IDH1 R132H inh 3%, Pin1 inh 3%, TrxR1 substrate 7%, TRHR agonist 0.2, D2 antag -10 and TRHR PAM -1.
O=C(Nc1ccn(CCCN(CCCn2ccc(NC(=O)OCc3ccccc3)nc2=O)CCc2cc3ccccc3[nH]2)c(=O)n1)OCc1ccccc1 was read as USP1-UAF1 inh inconclusive, rTrxR1 inhibitor 2%, IDH1 R132H inh -7%, Pin1 inh 15% and TrxR1 substrate 3%.
Screening NCC(=O)NNC(=O)OCC1c2ccccc2-c2ccccc21 returned USP1-UAF1 inh -10%, rTrxR1 inhibitor 22%, D2 agonist 0.0, IDH1 R132H inh 18%, Pin1 inh -7%, TrxR1 substrate 3%, TRHR agonist 0.4, D2 antag 13 and TRHR PAM 1.
`CCOC(=O)C1=C(O)/C(=C/N(C)C)N=C1C` gave USP1-UAF1 inh -25%, rTrxR1 inhibitor -36%, D2 agonist -0.2, IDH1 R132H inh 2%, Pin1 inh inconclusive, TrxR1 substrate -3%[57.1 µM], TRHR agonist 3.9, D2 antag -15 and TRHR PAM -2.
`COc1ccc(-c2nc3c(c(SCC(=O)Nc4ccccc4OC)n2)Cc2cccc(C)c2O3)cc1` gave USP1-UAF1 inh -4%, rTrxR1 inhibitor 11%, D2 agonist 0.1, IDH1 R132H inh -10%, Pin1 inh 3%, TrxR1 substrate -4%, TRHR agonist -0.5 and TRHR PAM -3.
Screening Cc1ccc(N(C(=O)c2csnn2)C(C(=O)NC2CCCCC2)c2ccncc2)cc1 (stereo not drawn) returned USP1-UAF1 inh -18%, rTrxR1 inhibitor 2%[57.1 µM], D2 agonist 0.4, IDH1 R132H inh 0%, Pin1 inh -8%, TrxR1 substrate 4%[57.1 µM], TRHR agonist 0.4, D2 antag -11 and TRHR PAM -4.
Screening Fc1ccc(Oc2ncccn2)c(F)c1 returned USP1-UAF1 inh -22%, rTrxR1 inhibitor -10%, D2 agonist 0.4, IDH1 R132H inh 0%, Pin1 inh 5%, TrxR1 substrate -6%, TRHR agonist 0.3, D2 antag 4 and TRHR PAM 5.
Screening Cc1csc(N/N=C\c2cccnc2)n1 returned USP1-UAF1 inh -12%, rTrxR1 inhibitor inconclusive, D2 agonist 0.3, IDH1 R132H inh 1%, Pin1 inh 15%, TrxR1 substrate -4%[57.1 µM], TRHR agonist 1.0, D2 antag -4 and TRHR PAM 8.
For CC(C)OCCCn1c(=O)c2ccccc2n2c(-c3ccccc3)nnc12 the results were USP1-UAF1 inh -14%, rTrxR1 inhibitor 7%, D2 agonist -0.1, IDH1 R132H inh 9%, Pin1 inh -2%, TrxR1 substrate -2%, TRHR agonist 4.3 and TRHR PAM -4.
Screening COc1ccc(CC(=O)Nc2ccc(S(=O)(=O)N(C)C)cc2)cc1OC returned USP1-UAF1 inh -9%, rTrxR1 inhibitor 7%[57.1 µM], D2 agonist -0.2, IDH1 R132H inh -1%, Pin1 inh -4%, TrxR1 substrate 1%[57.1 µM], TRHR agonist -0.3, D2 antag 11 and TRHR PAM 1.
Screening CCOC(=O)C1CCCN(C(=O)CNC(=O)c2ccc(Br)o2)C1 (stereo not drawn) returned USP1-UAF1 inh 1%, rTrxR1 inhibitor -18%, IDH1 R132H inh -9%, Pin1 inh 7% and TrxR1 substrate -4%.
COc1ccc(C(=O)Nc2ccc3oc(-c4cccc(F)c4)nc3c2)cc1OC was read as USP1-UAF1 inh 11%, rTrxR1 inhibitor 61%[activator], D2 agonist -1.1, IDH1 R132H inh -1%, Pin1 inh 0%, TrxR1 substrate 35%[activator], TRHR agonist 0.3, D2 antag 15 and TRHR PAM -4.
Screening COc1ccc(C(C(=O)NC(C)(C)C)N(Cc2cccs2)C(=O)CCC(=O)Nc2cc(C)on2)cc1 (stereo not drawn) returned USP1-UAF1 inh -9%, rTrxR1 inhibitor 9%, D2 agonist -0.6, IDH1 R132H inh -3%, Pin1 inh 5%, TrxR1 substrate 2%, TRHR agonist -0.7, D2 antag -11 and TRHR PAM 3.
Cc1cc(-c2nnc(SCC(=O)Nc3cccc(F)c3)n2N)n[nH]1 was read as USP1-UAF1 inh -16%, rTrxR1 inhibitor 9%, D2 agonist 1.1, IDH1 R132H inh -8%, Pin1 inh -5%, TrxR1 substrate 5%, TRHR agonist 0.1, D2 antag -17 and TRHR PAM 5.
CCOC(=O)c1ccccc1NC(=O)CSc1nccn1Cc1ccco1 was read as USP1-UAF1 inh -1%, rTrxR1 inhibitor 15%[57.1 µM], D2 agonist 1.0, IDH1 R132H inh -3%, Pin1 inh -7%, TrxR1 substrate -2%[57.1 µM], TRHR agonist -1.0 and TRHR PAM -5.
Screening CN(C)c1nc(-c2ccccn2)nnc1-c1ccccc1 returned USP1-UAF1 inh -5%, rTrxR1 inhibitor 8%[57.1 µM], D2 agonist 0.1, IDH1 R132H inh -1%, Pin1 inh 4%, TrxR1 substrate 7%[0.457 µM], TRHR agonist 1.0, D2 antag 6 and TRHR PAM 8.
`Cc1c(CBr)[n+](=O)c2c(n1[O-])C(Br)CCC2Br` (stereo not drawn) gave USP1-UAF1 inh -4%, rTrxR1 inhibitor inconclusive, D2 agonist 0.6, IDH1 R132H inh 4%, Pin1 inh 10%, TrxR1 substrate 5%[57.1 µM], TRHR agonist 0.2, D2 antag 2 and TRHR PAM -2.
For O=C(Cn1nc(-c2ccccc2)c2c(c1=O)CCCC2)Nc1ccc(F)c(Cl)c1 the results were USP1-UAF1 inh -8%, rTrxR1 inhibitor 22%, D2 agonist 2.9, IDH1 R132H inh 0%, Pin1 inh 16%, TrxR1 substrate 1%, TRHR agonist 1.5 and TRHR PAM -1.
`CC(C)CCNC(=O)c1ccc2c(SCC(=O)O)c3c(nc2c1)CCC3` gave USP1-UAF1 inh -12%, rTrxR1 inhibitor 1%, D2 agonist 0.4, IDH1 R132H inh 2%, Pin1 inh -11%, TrxR1 substrate -5%, TRHR agonist 0.2, D2 antag 7 and TRHR PAM 0.
Screening Cc1cccc(-c2noc(Cc3ccccc3)n2)c1 returned USP1-UAF1 inh -3%, rTrxR1 inhibitor 15%, D2 agonist 1.1, IDH1 R132H inh 6%, Pin1 inh -1%, TrxR1 substrate 6%, TRHR agonist 0.1, D2 antag -8 and TRHR PAM 3.
Screening C(=C(c1ccccc1)c1ccccc1)c1ccccn1 returned USP1-UAF1 inh -27%, rTrxR1 inhibitor 14%[57.1 µM], D2 agonist -0.5, IDH1 R132H inh 4%, Pin1 inh -2%, TrxR1 substrate 8%[57.1 µM], TRHR agonist 0.0, D2 antag 8 and TRHR PAM -6.
CCCCNC(=O)Cn1nc(-c2ccc(C)cc2)ccc1=O was read as USP1-UAF1 inh -10%, rTrxR1 inhibitor 17%, IDH1 R132H inh 11%, Pin1 inh -2%, TrxR1 substrate 8%, TRHR agonist -0.3 and TRHR PAM 12.
`c1ccc2[nH]c(CSc3ncnc4c3oc3ccccc34)nc2c1` gave USP1-UAF1 inh -13%, rTrxR1 inhibitor -2%, D2 agonist -0.1, IDH1 R132H inh 8%, Pin1 inh inconclusive, TrxR1 substrate -5%, TRHR agonist -0.9, D2 antag 14 and TRHR PAM -15.
Screening O=C(Nc1ccc(N=Nc2ccccc2)c(NC(=O)C2CCCO2)c1)C1CCCO1 (stereo not drawn) returned USP1-UAF1 inh -12%, rTrxR1 inhibitor 22%[57.1 µM], D2 agonist -1.4, IDH1 R132H inh -4%, Pin1 inh 7%, TrxR1 substrate -17%, TRHR agonist -0.3, D2 antag -7 and TRHR PAM 1.
`CCCCn1c(SCc2cc(=O)n3ccsc3n2)nc2cc(C(=O)OC)ccc2c1=O` gave D2 agonist -0.2, TRHR agonist -0.4, D2 antag 4 and TRHR PAM 8.
`CC(=O)Nc1ccc(S(=O)(=O)N2CCC(C(=O)c3ccc(Cl)cc3)CC2)cc1` gave USP1-UAF1 inh -25%, rTrxR1 inhibitor 14%, D2 agonist -0.1, IDH1 R132H inh 0%, Pin1 inh 2%, TrxR1 substrate -3%, TRHR agonist 0.4, D2 antag -3 and TRHR PAM -3.
